Screens as filed in PubChem.
12-hLO inh: 12-hLO (ALOX12) enzyme inhibition; purified 12-hLO, xylenol orange hydroperoxide absorbance; Potency, µM (highest dose often 57.1 µM), for the others: at the top dose activity change, negative = inhibition, actives largely listed as inhibitors; 150,000 compounds, 0.12% hits; AID 1452; also: potency is read from the fitted curve at half-maximal effect; nearly all actives have a fitted effect of over 55% in size; many of its hits are not listed in these tables
Target sequence (P18054 whole entry, looked up): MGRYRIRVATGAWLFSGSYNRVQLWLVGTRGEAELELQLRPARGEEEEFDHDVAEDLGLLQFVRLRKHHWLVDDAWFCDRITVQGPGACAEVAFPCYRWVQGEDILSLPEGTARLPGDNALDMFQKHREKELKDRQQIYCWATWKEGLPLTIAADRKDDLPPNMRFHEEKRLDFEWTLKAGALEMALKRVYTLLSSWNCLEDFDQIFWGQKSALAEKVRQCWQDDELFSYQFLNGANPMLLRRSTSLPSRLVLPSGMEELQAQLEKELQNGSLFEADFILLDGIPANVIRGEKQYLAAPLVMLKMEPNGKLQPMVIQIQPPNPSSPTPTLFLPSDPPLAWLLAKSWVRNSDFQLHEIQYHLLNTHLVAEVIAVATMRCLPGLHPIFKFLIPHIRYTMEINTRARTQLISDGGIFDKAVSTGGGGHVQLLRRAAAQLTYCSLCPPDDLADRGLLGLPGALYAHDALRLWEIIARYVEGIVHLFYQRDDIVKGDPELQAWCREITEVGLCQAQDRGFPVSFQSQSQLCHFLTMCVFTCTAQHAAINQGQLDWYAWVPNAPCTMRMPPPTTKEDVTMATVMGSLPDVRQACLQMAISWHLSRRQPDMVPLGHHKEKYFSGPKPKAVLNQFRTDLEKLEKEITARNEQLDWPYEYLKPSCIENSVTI
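Xylenol orange chromogenic assay: hydroperoxide from 12hLO oxidises Fe(II), giving red-shifted Fe(III)-XO absorbance. Conditions: 150 nM enzyme, 40 uM arachidonic acid, 25 mM Hepes pH 7.0, 0.01% Triton X-100, 30 min, room temperature.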
PNC inhibitor: perinucleolar compartment assembly inhibition. PC3M PTB-GFP, PNC prevalence imaging, 16 h; stronger effect = lower value. activity change (PNC), negative = inhibition, % at 10 µM. 140,000 compounds, 3.1% hits. AID 2417;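 active = readout at or below -70, meaning at least 70% loss of cells showing the perinucleolar compartment, a nuclear body marking cancer cells; inconclusive = readout between -30 and a set limit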;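 also: plate controls were DMSO wells for no effect and camptothecin positive control wells for full effect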
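Read-out is percentage of cells bearing a perinucleolar compartment, from automated 20x imaging of fixed, Hoechst-stained PC3M PTB-GFP cells. Cells were seeded 4 h, then exposed 16 h to compound (23 nl of library stock) in duplicate plates.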
15-hLO-2 inh: blocks human 15-lipoxygenase 2 activity. O15296. purified 15hLO-2, xylenol orange hydroperoxide absorbance. Potency, µM (highest dose often 57.1 µM), inactives show at the top dose activity change, negative = inhibition, actives largely listed as inhibitors. 110,000 compounds, 0.56% hits. AID 881; also: potency is read from the fitted curve at half-maximal effect; nearly all actives have a fitted effect of over 60% in size; many of its hits are not listed in these tables
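Screening format was qHTS against 50 nM purified 15hLO-2 in Hepes pH 7.5 with detergent. Activity follows hydroperoxide formation from 45 uM arachidonic acid, measured as 573:405 nm absorbance ratio of the ferric-xylenol orange complex.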
IMPase inh: membrane-permeable compound that blocks inositol monophosphatase; P97697; 120,000 tested, under 10 active; CHO-M1 cells, IP1 accumulation, HTRF TR-FRET ratio; inhibition (IP1 accumulation), % at 46.1 µM; active = well fitted curve in the direction sought with a large enough effect in the signal ratio, not every such curve was filed as active; inconclusive = small, poorly fitted or top-dose-only effect, or a change in a side signal; inactive = no such curve, though single readings can be large or run the other way; the % refers to the signal ratio;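 also: cells stimulated with carbachol in lithium chloride buffer; plate controls were DMSO basal wells for no effect and reference inhibitor wells for full effect; higher means more IMPase inhibition seen as more IP1 and lower FRET ratio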
Target sequence (P97697 whole entry, looked up): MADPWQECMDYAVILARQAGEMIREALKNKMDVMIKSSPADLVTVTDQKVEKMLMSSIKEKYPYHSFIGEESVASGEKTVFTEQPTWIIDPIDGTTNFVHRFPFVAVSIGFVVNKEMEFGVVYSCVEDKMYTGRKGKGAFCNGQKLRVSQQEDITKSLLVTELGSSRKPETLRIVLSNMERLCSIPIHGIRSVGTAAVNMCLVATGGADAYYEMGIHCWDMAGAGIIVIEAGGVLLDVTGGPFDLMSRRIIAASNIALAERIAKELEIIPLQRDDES
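In this qHTS, compounds (final up to 46 uM) act on CHO-M1 cells that are then activated through the M1 receptor with carbachol, in pH 7.4 buffer containing 50 mM LiCl, for 30 min. IP1 accumulation is quantified by the IP-One immunoassay.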
* marks the source's active call; other numbers are inactive results; [ ] = remark or other dose. Unless noted, calls follow the shape of the dose curve; as a rule, active = well fitted curve in the direction sought with a large enough effect; inconclusive = small, poorly fitted or top-dose-only effect, or another doubt; inactive = no such curve, though single readings can be large; an effect the other way counts as inactive or inconclusive. Unless noted, % is scaled to controls: 0 for no effect and ±100 for the full control effect. This is a subset, so the mix of outcomes need not match the whole.

Results for Cc1n(CC(O)COC2CCCCC2)c2ccccc2[n+]1C (stereo not given) ?
12-hLO inh: -8%; PNC inhibitor: 5

What do the screens show for `Cn1c(=O)cc(OCC(=O)NC2CCCCC2)c2ccccc21`?
12-hLO inh: -2%; PNC inhibitor: 14; 15-hLO-2 inh: 1%; IMPase inh: 1

What do the screens show for `CN1CCN(S(=O)(=O)c2ccc(-c3ccc(S(=O)(=O)N4CCN(C)CC4)cc3)cc2)CC1`?
12-hLO inh: 1%; PNC inhibitor: -29; 15-hLO-2 inh: 10%; IMPase inh: -5

How did COc1cccc(N(CC(=O)NC(C)(C)C)C(=O)C2CSC(=O)C2)c1 (stereo not given) do in these assays?
12-hLO inh: 0%; PNC inhibitor: -27; 15-hLO-2 inh: 1%; IMPase inh: -5

What do the screens show for `Cc1ccc(OCC(=O)NCCC2=CCCCC2)cc1`?
12-hLO inh: -3%; PNC inhibitor: -30

Results for CC1(C)CC(=O)/C(=C(/O)Cc2ccccc2)C(=NCCc2ccccc2)C1 ?
12-hLO inh: -4%; PNC inhibitor: -9; IMPase inh: 7

How did COC(=O)Cc1[nH]nc2c1C(c1cccc(OC)c1OC)C(C#N)=C(N)O2 (stereo not given) do in these assays?
12-hLO inh: 4%; PNC inhibitor: 28; 15-hLO-2 inh: -7%; IMPase inh: -5

Results for COc1ccc(C)cc1NC(=O)CN1CCN(c2ccc(F)cc2)CC1 ?
12-hLO inh: -5%; PNC inhibitor: -7; 15-hLO-2 inh: 6%; IMPase inh: 7

Results for CC1=C(C(=O)OCc2ccccc2)C(c2ccco2)C2=C(CC(C)(C)CC2=O)N1 (stereo not given) ?
12-hLO inh: -6%; PNC inhibitor: -23; 15-hLO-2 inh: -8%; IMPase inh: -4

How did CCN(CCNC(=O)c1cccc(N2CCCC2=O)c1)c1ccccc1 do in these assays?
12-hLO inh: 9%; PNC inhibitor: -23; 15-hLO-2 inh: -1%; IMPase inh: -2

How did COc1ccccc1C(=O)NC(=S)Nc1ccc(N2CCCC2)cc1 do in these assays?
12-hLO inh: -1%; PNC inhibitor: -16; IMPase inh: 0

Results for Cc1ccccc1NC(=O)C1c2cccc[n+]2CC(=O)N1c1c(C)cccc1C (stereo not given) ?
12-hLO inh: -12%; PNC inhibitor: inconclusive; 15-hLO-2 inh: -69%; IMPase inh: 4

What do the screens show for `CCCCn1c2c(c(=O)n(C)c1=O)C(CC(=O)OCC(=O)Nc1cccc(C(F)(F)F)c1)C(=O)N2` (stereo not given)?
12-hLO inh: -12%; PNC inhibitor: 22; 15-hLO-2 inh: inconclusive; IMPase inh: -8

How did O=C(Oc1cccc2cccnc12)c1cccc(N2C(=O)C3C4CCC(C4)C3C2=O)c1 (stereo not given) do in these assays?
12-hLO inh: -1%; PNC inhibitor: -25

Results for COc1ccc(N(CC(=O)N2CCN(C)CC2)S(=O)(=O)c2ccccc2)cc1OC ?
12-hLO inh: -6%; PNC inhibitor: -5; 15-hLO-2 inh: 14%; IMPase inh: 15

What do the screens show for `Cc1cccc(N(C(=O)c2ccc(CN3CCOCC3)o2)C(C(=O)NC2CCCCC2)c2ccc(F)cc2)c1` (stereo not given)?
12-hLO inh: 6%; PNC inhibitor: 85; IMPase inh: -18

Results for COc1ccc(C)cc1NC(=O)C(Sc1nnc(-c2cccs2)o1)c1ccccc1 (stereo not given) ?
12-hLO inh: 1%; PNC inhibitor: -2

How did CCOC(=O)C(C)n1cnc2c(nnn2-c2cccc(Cl)c2)c1=O (stereo not given) do in these assays?
12-hLO inh: -3%; PNC inhibitor: -28; 15-hLO-2 inh: 7%; IMPase inh: 3

Results for O=C(Nc1cccc2c1CCCC2)C1CCN(c2nnnn2-c2ccccc2)CC1 ?
12-hLO inh: 0%; PNC inhibitor: inconclusive; 15-hLO-2 inh: 0%; IMPase inh: 10

How did CCOc1ccc(-c2nc(C#N)c(NC3CC3)o2)cc1 do in these assays?
12-hLO inh: -8%; PNC inhibitor: -24; 15-hLO-2 inh: -14%; IMPase inh: -9

What do the screens show for `CC(C)(C)N=C1SCC(C)(/C=N/O)S1` (stereo not given)?
12-hLO inh: -5%; PNC inhibitor: -23; 15-hLO-2 inh: -3%; IMPase inh: 3

What do the screens show for `CSc1sc(C)cc1/C=N/O`?
12-hLO inh: -2%; PNC inhibitor: 39

How did CC(C)(C)NC(=O)CN(Cc1cccs1)C(=O)c1csnn1 do in these assays?
12-hLO inh: 0%; PNC inhibitor: 5; 15-hLO-2 inh: -7%[11.4 µM]; IMPase inh: -5[1.84 µM]

What do the screens show for `O=C(NNc1ccccc1Br)C(O)(c1cccc(C(F)(F)F)c1)c1cccc(C(F)(F)F)c1`?
12-hLO inh: -17%; PNC inhibitor: inconclusive

What do the screens show for `COc1ccccc1C(=O)Nc1nnc(-c2ccco2)s1`?
12-hLO inh: -9%; PNC inhibitor: 64; 15-hLO-2 inh: -13%; IMPase inh: -5

Results for COc1ccc(C(=O)c2ccc(OC)c(Br)c2)cc1Br ?
12-hLO inh: -1%; PNC inhibitor: inconclusive

How did O=C(NC1CCN(Cc2ccccc2)CC1)C12CC3CC(CC(C3)C1)C2 do in these assays?
12-hLO inh: 4%; PNC inhibitor: inconclusive; IMPase inh: 11

Results for Cc1ccc(Cn2c(NCCc3ccccc3)nc3c2c(=O)n(C)c(=O)n3C)cc1 ?
12-hLO inh: -12%; PNC inhibitor: inconclusive; 15-hLO-2 inh: -7%; IMPase inh: 12

Results for O=C(CC(=O)c1cc(Cl)ccc1O)c1ccccc1 ?
12-hLO inh: -23%; PNC inhibitor: inconclusive; 15-hLO-2 inh: -6%; IMPase inh: 1

Results for c1ccc2c(N3CCCCC3)nc(N3CCCC3)nc2c1 ?
12-hLO inh: 1%; PNC inhibitor: -15; 15-hLO-2 inh: 1%[2.29 µM]; IMPase inh: 12

What do the screens show for `CCC(=O)N(CC(=O)Nc1sc(C)c(C)c1C(N)=O)C1CCCCC1`?
12-hLO inh: 4%; PNC inhibitor: inconclusive; 15-hLO-2 inh: 3%[11.4 µM]; IMPase inh: -4[1.84 µM]

Results for CC(C)C1CC(CCNCc2ccc(N(C)C)cc2)(c2ccccc2)CCO1 (stereo not given) ?
12-hLO inh: -1%; PNC inhibitor: -28; IMPase inh: -3

Results for CC(Nc1cc(=O)n(C)c(=O)[nH]1)c1ccccc1 (stereo not given) ?
12-hLO inh: 1%; PNC inhibitor: 30; 15-hLO-2 inh: -2%; IMPase inh: 10

What do the screens show for `CCOc1ccc(NC(=O)/C(C#N)=C/c2ccc(N3CCCC3)c(C)c2)cc1`?
12-hLO inh: 3%; PNC inhibitor: 107

How did Cc1ccc(C)c(NS(=O)(=O)c2c(C)ccc3nsnc23)c1 do in these assays?
12-hLO inh: -6%; PNC inhibitor: -3; 15-hLO-2 inh: -3%; IMPase inh: -1

How did CC(C)OC(=O)CC(=O)CSc1nc(-c2ccc(F)cc2)cc(-c2ccccc2)c1C#N do in these assays?
12-hLO inh: 2%; PNC inhibitor: 0; IMPase inh: 0

Results for CCOc1nc(C)ccc1-c1noc(CC)n1 ?
12-hLO inh: 6%; PNC inhibitor: inconclusive; IMPase inh: 16

What do the screens show for `Cc1cccc(Cn2cc(SCC(=O)Nc3nccs3)c3ccccc32)c1`?
12-hLO inh: -1%; PNC inhibitor: -19; 15-hLO-2 inh: 0%; IMPase inh: 0

Results for COc1ccccc1CC(=O)N1CCN(c2cccc(C(F)(F)F)c2)CC1 ?
12-hLO inh: -8%; PNC inhibitor: 11; 15-hLO-2 inh: -17%; IMPase inh: 4

What do the screens show for `Cn1c(=O)c2c(ncn2CC(=O)OCC(=O)NC2CCCc3ccccc32)n(C)c1=O` (stereo not given)?
12-hLO inh: -1%; PNC inhibitor: inconclusive; 15-hLO-2 inh: 3%; IMPase inh: -4

What do the screens show for `CC(=O)OC(C(=O)c1ccccc1)c1ccccc1` (stereo not given)?
12-hLO inh: -4%; 15-hLO-2 inh: -6%

What do the screens show for `COc1cc(NS(=O)(=O)c2ccc(C)cc2)c2ncccc2c1`?
12-hLO inh: 2%; PNC inhibitor: -100*; IMPase inh: 1

What do the screens show for `CCOc1ccccc1-c1nc(C(N)=O)c2[nH]c(=O)n(-c3cccc(C)c3)c2n1`?
12-hLO inh: -10%; PNC inhibitor: -9; 15-hLO-2 inh: -4%; IMPase inh: 1

What do the screens show for `Cc1cc(C)c2c(n1)sc1c(O)cc(=O)[nH]c12`?
12-hLO inh: -9%; PNC inhibitor: inconclusive; 15-hLO-2 inh: -3%; IMPase inh: -3

How did C=C(C)OC(C)=O do in these assays?
12-hLO inh: -5%; 15-hLO-2 inh: -8%

How did Cc1ccc2[nH]cc(CCNC(=O)CN3C(=O)c4ccccc4C3=O)c2c1 do in these assays?
12-hLO inh: -4%; PNC inhibitor: 17

What do the screens show for `CCCCC(=O)Nc1ccccc1C(=O)OCC(=O)c1ccc2c(c1)OCCO2`?
12-hLO inh: -5%; PNC inhibitor: 6; IMPase inh: 7

How did CC1=Nn2c(nnc2-c2ccccc2)SC1 do in these assays?
12-hLO inh: 2%; PNC inhibitor: inconclusive; 15-hLO-2 inh: -5%; IMPase inh: 1

What do the screens show for `O=C1NC(CCc2ccccc2)C(=O)N1Cc1cccc2ccccc12` (stereo not given)?
12-hLO inh: 1%; PNC inhibitor: 41; IMPase inh: 9

How did CC(C)NC(=O)c1ccccc1NC(=O)c1ccccc1N(C)S(C)(=O)=O do in these assays?
12-hLO inh: -5%; PNC inhibitor: 14; 15-hLO-2 inh: 2%; IMPase inh: 11

Results for CCOC(=O)CNc1c(-c2ccc(O)cc2)nc2ccc(Cl)cn12 ?
12-hLO inh: -5%; PNC inhibitor: 4; 15-hLO-2 inh: -6%; IMPase inh: 14

Results for CCOC(=O)C(=CNc1cccc(C)n1)C(=O)OCC ?
12-hLO inh: 2%; PNC inhibitor: -2; 15-hLO-2 inh: -1%; IMPase inh: -1

How did Cc1c(C(=O)Nc2cccc(-c3nnc4n3CCCCC4)c2)oc2ccccc12 do in these assays?
12-hLO inh: -3%; PNC inhibitor: inconclusive; IMPase inh: -5

Results for COc1ccc(CC(=O)NNc2ncnc3c2cnn3-c2ccc(C)cc2)cc1 ?
12-hLO inh: 2%; PNC inhibitor: -10; IMPase inh: -2

Compounds listed so far that contain two or more sulfur atoms:
What do the screens show for `CN1CCN(S(=O)(=O)c2ccc(-c3ccc(S(=O)(=O)N4CCN(C)CC4)cc3)cc2)CC1`?
12-hLO inh: 1%; PNC inhibitor: -29; 15-hLO-2 inh: 10%; IMPase inh: -5

Results for COc1ccc(C)cc1NC(=O)C(Sc1nnc(-c2cccs2)o1)c1ccccc1 (stereo not given) ?
12-hLO inh: 1%; PNC inhibitor: -2

What do the screens show for `CC(C)(C)N=C1SCC(C)(/C=N/O)S1` (stereo not given)?
12-hLO inh: -5%; PNC inhibitor: -23; 15-hLO-2 inh: -3%; IMPase inh: 3

What do the screens show for `CSc1sc(C)cc1/C=N/O`?
12-hLO inh: -2%; PNC inhibitor: 39

How did CC(C)(C)NC(=O)CN(Cc1cccs1)C(=O)c1csnn1 do in these assays?
12-hLO inh: 0%; PNC inhibitor: 5; 15-hLO-2 inh: -7%[11.4 µM]; IMPase inh: -5[1.84 µM]

How did Cc1ccc(C)c(NS(=O)(=O)c2c(C)ccc3nsnc23)c1 do in these assays?
12-hLO inh: -6%; PNC inhibitor: -3; 15-hLO-2 inh: -3%; IMPase inh: -1

What do the screens show for `Cc1cccc(Cn2cc(SCC(=O)Nc3nccs3)c3ccccc32)c1`?
12-hLO inh: -1%; PNC inhibitor: -19; 15-hLO-2 inh: 0%; IMPase inh: 0
